Bioassay records as filed in PubChem.
ATG4B inh: ATG4B (human) cysteine protease inhibition. Q9Y4P1. ATG4B cleavage of LC3-PLA2, NBD-HPC fluorescence, 1 h. inhibition, % at 8.33 µM. 0.51% of 340,000 active; in the data active = inhibition above about 40%
Target sequence (Q9Y4P1 whole entry, looked up): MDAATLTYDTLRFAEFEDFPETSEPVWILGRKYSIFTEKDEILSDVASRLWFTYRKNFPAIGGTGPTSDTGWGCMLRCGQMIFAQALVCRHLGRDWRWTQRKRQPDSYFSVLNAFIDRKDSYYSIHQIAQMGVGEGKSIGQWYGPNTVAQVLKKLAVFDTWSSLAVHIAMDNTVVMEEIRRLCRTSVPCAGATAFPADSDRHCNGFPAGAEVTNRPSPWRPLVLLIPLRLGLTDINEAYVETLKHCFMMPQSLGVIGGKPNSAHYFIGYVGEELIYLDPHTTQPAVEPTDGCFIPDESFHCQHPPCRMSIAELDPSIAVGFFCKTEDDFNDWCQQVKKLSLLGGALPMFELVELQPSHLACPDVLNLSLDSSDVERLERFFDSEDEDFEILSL
hIAP block: blocks human intestinal alkaline phosphatase; P09923; purified IAP, CDP-Star luminescence, 30 min; inhibition, % at 10 µM; 0.12% of 330,000 active; AID 2544;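 active = inhibition reaching a set limit with compound at 10 µM in the primary screen, cut at about 35% in these data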;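 also: plate controls were DMSO wells with enzyme for no effect and no-enzyme buffer wells for full effect; values of inactives mirror those of a sister screen read the other way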
Target sequence (P09923 whole entry, looked up): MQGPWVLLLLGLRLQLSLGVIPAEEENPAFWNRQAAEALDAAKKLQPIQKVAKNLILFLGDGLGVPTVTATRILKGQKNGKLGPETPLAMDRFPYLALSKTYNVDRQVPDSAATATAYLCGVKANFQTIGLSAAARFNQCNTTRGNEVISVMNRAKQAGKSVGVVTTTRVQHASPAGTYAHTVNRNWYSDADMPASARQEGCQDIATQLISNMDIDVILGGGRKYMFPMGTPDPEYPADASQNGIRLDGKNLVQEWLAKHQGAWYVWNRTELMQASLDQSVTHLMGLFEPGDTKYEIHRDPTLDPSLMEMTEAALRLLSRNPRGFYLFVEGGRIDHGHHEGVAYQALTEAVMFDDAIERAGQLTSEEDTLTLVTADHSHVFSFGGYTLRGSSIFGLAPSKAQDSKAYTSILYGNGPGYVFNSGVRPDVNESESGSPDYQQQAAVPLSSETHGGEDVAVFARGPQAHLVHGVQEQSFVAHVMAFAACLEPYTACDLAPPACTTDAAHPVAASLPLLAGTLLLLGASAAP
TIM10 inh: growth inhibitors of TIM10 yeast strain. S. cerevisiae TIM10 strain growth, BacTiter-Glo luminescence, 24 h. inhibition, % at 10 µM. 1.4% of 330,000 active;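 active = inhibition of 40% or more at the single tested concentration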;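 also: wild-type TIM10 isogenic control strain grown at permissive 25 °C; 0% = DMSO yeast wells and 100% = minimal medium wells without yeast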
Apaf1 inhib: human Apaf-1 inhibition; O14727; AID 489030; inhibition, % at 20 µM; reconstituted apoptosome caspase-3 activity, DEVD-Rh110 fluorescence; 0.71% of 330,000 active; active = inhibition of at least 40% at 20 µM;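 also: plate controls were DMSO wells for no effect and DEVD-CHO caspase inhibitor wells for full effect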
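Medium: Hepes buffer, pH 7.5 / System: biochemical Apaf-1 apoptosome reconstitution / Measured by: Rh110 fluorescence, excitation 480 nm, emission 540 nm / Times: compound with Apaf-1, dATP, procaspase-3 30 min, then 50 min reaction, room temperature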
tim10-1 inh: inhibits growth of tim10-1 mutant yeast; inhibition, % at 20 µM; 2.2% of 330,000 active; S. cerevisiae tim10-1 ts strain growth, BacTiter-Glo, 24 h;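 active = inhibition of at least 40%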;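 also: mutant grown at 25 °C; 0% = DMSO wells with yeast and 100% = wells holding no yeast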
mIAP block: blocks mouse intestinal alkaline phosphatase | purified mouse IAP, CDP-Star luminescence, 30 min | inhibition, % at 10 µM | 0.2% of 330,000 active | AID 2806;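 active = inhibition of at least 40% at 10 µM in the primary screen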;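 also: plate controls were DMSO with enzyme for no effect and no enzyme wells for full effect; values of inactives mirror those of a sister screen read the other way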
NALP3 yeast inh: blocks the NALP3 inflammasome reconstituted in yeast; Yeast reconstituted NLRP3/ASC/caspase-1, beta-gal luminescence, 24 h; inhibition, % at 10 µM; 0.39% of 330,000 active; AID 2825;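 active = inhibition of 50% or more; inactive = inhibition below 50%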;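 also: plate controls were induced DMSO wells for no effect and uninduced yeast grown without galactose for full effect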
mIAP act: increases mouse intestinal alkaline phosphatase activity | muIAP, CDP-Star luminescence, 30 min; stronger effect = higher value; 1 = vehicle-only enzyme signal, 0 = enzyme-free wells | activation factor at 10 µM | 0.24% of 330,000 active | AID 2805;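 active = activation factor of at least 2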; also: the source names both 10 and 20 µM as test concentration; values of inactives mirror those of a sister screen read the other way
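Assay system: mouse IAP enzyme; reagent: chemiluminescent substrate CDP-Star; dosing: test compounds delivered from DMSO solution; schedule: 30 min at room temperature; measured by: luminescence from enzymatic CDP-Star hydrolysis; controls: DMSO-only wells and no-enzyme negative control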
hIAP activ: human IAP activation; purified human IAP, CDP-Star luminescence, 30 min; stronger effect = higher value; 1 = vehicle-only enzyme, 0 = enzyme-free background; activation factor at 10 µM; 0.16% of 330,000 active;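 active = activation factor of the enzyme at least 2-fold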; also: the source names both 10 and 20 µM as test concentration; values of inactives mirror those of a sister screen read the other way
Active calls of the source: *; & = joins results of further samples. Compounds were not picked by outcome; about 4.5% have a hit in one of these screens.

SMILES	ATG4B inh	hIAP block	TIM10 inh	Apaf1 inhib	tim10-1 inh	mIAP block	NALP3 yeast inh	mIAP act	hIAP activ
Cc1cccc(C)c1NC(=O)CN(C)C(=O)CN1C(=O)NC2(CCCC2)C1=O	3	-7	4	3	-1	-1	-7	1	1.1
CCOC(=O)c1ccc(/[N+]([O-])=C/c2ccccc2)cc1	3	-6	-6	-5	-15	1	19	0.99	1.1
CN(C)C=Nc1ccc2nc3c(cc2c1)[nH]c1ccccc13	-6	-22	19	46*	-9	-5	24	1.1	1.2
O/C(=C\Sc1nnc(Cc2ccccc2)o1)c1ccc(F)cc1	6	6	12	-7	18	1	4	0.99	0.94
c1csc(-c2nn[nH]n2)c1	-11	-2	-7	12	5	0	13	1	1
CCO[C@@H]1OC(C(=O)NCc2ccccc2)=C[C@H](C(C)(C)C)[C@H]1CCCO	-1	-16	10	-3	1	3	13	0.97	1.2
O=C(Cn1c(CO)nc2ccccc21)NCCc1ccccc1	8	6	-18	-8	1	15	-12	0.85	0.94
CC1CCC/C(=C(\C#N)c2nc(-c3cc4ccccc4oc3=O)cs2)C1 (centres undefined)	5	13	10	8	37	11	8	0.89	0.87
NNc1nc(NCc2ccccc2)nc(N2CCOCC2)n1	0	14	-3	8	13	10	18	0.9	0.86
O=C(CNC(=O)c1ccc(Br)o1)Nc1ccc(F)c(S(=O)(=O)N2CCOCC2)c1	-4	12	-3	9	13	6	12	0.94	0.88
CC(O)CCC(=O)NNC1CC(=O)N(c2ccccc2)C1=O (centres undefined)	-5	4	-2	-14	-2	2	7	0.98	0.96
CCN(C(=O)CCN1C(=O)/C(=C/c2ccccc2)SC1=S)C1CCS(=O)(=O)C1 (centres undefined)	4	-26	18	10	14	19	3	0.81	1.3
O=S(=O)(NCCc1cn2ccccc2n1)c1cccs1	-3	-16	-4	-8	5	2	13	0.98	1.2
CCCOc1ccc(C2CC(=O)Nc3cc(OC)c(OC)cc32)cc1 (centres undefined)	1	-4	12	-5	7	-6	2	1.1	1
CC(C)NC(=O)Nc1ccc2c(c1)C(=O)N([C@H](C)CO)C[C@H](C)[C@@H](CN(C)S(=O)(=O)c1cn(C)cn1)O2	1	7	-4	-4	-4	-5	-5	1.1	0.93
O=C(Cc1cccs1)Nc1ccc(-c2nnc(-c3ccco3)o2)cc1	-1	-5	-3	4	4	-6	21	1.1	1.1
O=C(Cn1c(C(=O)OCCO)cc2ccccc21)c1ccccc1	-6	-8	7	5	11	8	11	0.92	1.1
O=C1CC(N2CCN(c3cccc(C(F)(F)F)c3)CC2)C(=O)N1c1ccccc1 (centres undefined)	-1	6	3	13	41*	5	-12	0.95	0.94
CC1=NN(c2ccc(C(F)(F)F)cn2)C(=O)C1	1	2	-1	62*	17	13	-3	0.87	0.98
CCOC(=O)c1cc(CC)sc1NC(=O)C1CC1	-5	0	9	-18	15	10	19	0.9	0.99
O=C(NC1CCCC1)c1cccc2c1C(=O)c1ccc(N3CCCCC3)cc1S2(=O)=O	-4	9	-2	18	-3	13	32	0.87	0.91
COc1ccc(CCNCC(O)c2ccccc2)cc1 (centres undefined)	-3	-28	-21	-1	23	-8	-2	1.1	1.3
CC(OC(=O)CCCc1c[nH]c2ccccc12)C(=O)Nc1ccc(S(N)(=O)=O)cc1 (centres undefined)	-6	9	-2	-1	4	-5	10	1	0.91
O=C(c1ccc(CS(=O)c2cccc(Cl)c2)o1)N1CCN(C2CCCCC2)CC1 (centres undefined)	-13	-28	-4	-4	16	-13	18	1.1	1.3
O=C(COc1ccc(F)cc1Cl)Nc1ccc(S(=O)(=O)Nc2nccs2)cc1	-9	-10	-4	12	-1	0	5	1	1.1

Shown field by field: 3 of the compounds above
CCO[C@@H]1OC(C(=O)NCc2ccccc2)=C[C@H](C(C)(C)C)[C@H]1CCCO
- ATG4B inh = -1
- hIAP block = -16
- TIM10 inh = 10
- Apaf1 inhib = -3
- tim10-1 inh = 1
- mIAP block = 3
- NALP3 yeast inh = 13
- mIAP act = 0.97
- hIAP activ = 1.2
O=C(NC1CCCC1)c1cccc2c1C(=O)c1ccc(N3CCCCC3)cc1S2(=O)=O
- ATG4B inh = -4
- hIAP block = 9
- TIM10 inh = -2
- Apaf1 inhib = 18
- tim10-1 inh = -3
- mIAP block = 13
- NALP3 yeast inh = 32
- mIAP act = 0.87
- hIAP activ = 0.91
CCCOc1ccc(C2CC(=O)Nc3cc(OC)c(OC)cc32)cc1 (centres undefined)
- ATG4B inh = 1
- hIAP block = -4
- TIM10 inh = 12
- Apaf1 inhib = -5
- tim10-1 inh = 7
- mIAP block = -6
- NALP3 yeast inh = 2
- mIAP act = 1.1
- hIAP activ = 1

(cont.)
SMILES	ATG4B inh	hIAP block	TIM10 inh	Apaf1 inhib	tim10-1 inh	mIAP block	NALP3 yeast inh	mIAP act	hIAP activ
O=C(NC(=S)Nc1cccc(Cl)c1N1CCCCC1)c1ccc2c(c1)OCCO2	13	19	13	-1	13	22	21	0.78	0.81
COc1ccc(S(=O)(=O)NCc2cccnc2)cc1	0	4	0	-4	7	-3	20	1	0.96
Cc1ccc(OCC(O)CN2CCN(c3ccccn3)CC2)c(C)c1 (centres undefined)	-6	10	12	-25	21	-5	6	1	0.9
O=C(CN1CCN(Cc2ccccc2F)C1=O)NC1CCCC1	-10	6	-10	-26	-2	4	-9	0.96	0.94
Cc1ccc(C(=O)Nc2nc(=O)[nH]s2)cc1	-9&-4	3&4	-13&-5	-1&-5	-9&-14	-14&-3	11&13	1.1&1	0.97&0.96
CCCn1c(=O)c2ccccc2n2c(SCC(=O)Nc3cc(C)on3)nnc12	-20	1	13	-2	3	10	-13	0.9	0.99
O=C(NCc1cccc(Br)c1)c1cc(-c2ccccc2)nn1CC1CC(c2cccc([N+](=O)[O-])c2)=NO1 (centres undefined)	15	16	-19	1	-9	7	15	0.93	0.84
Cc1ccc(C(=O)Nn2cnnc2)cc1Cl	2	4	12	-8	5	5	11	0.95	0.96
CCOc1c(Cl)cc(C(=O)Nc2cccc(C(=O)O)c2)cc1Cl	-1	-17	15	-6	-11	-5	5	1.1	1.2
CCCCOc1ccc(C(=O)OC2CC(C)N(C)CC2C)cc1 (centres undefined)	-8	-9	3	17	20	-5	31	1	1.1
Cc1ccc(NC(=O)CCC(=O)N/N=C/c2cccs2)cc1C	-10	11	-2	-1	4	13	6	0.87	0.89
CC(C)c1nc2ccccn2c1NC1CCCCC1	-6	-8	4	3	11	-6	20	1.1	1.1
O=C(CNc1ccc(Br)cc1)Nc1cccc(S(=O)(=O)N2CCCC2)c1	-11	1	9	8	-1	-31	6	1.3	0.99
Cc1cccc(C)c1NC(=O)c1c(-c2ccccc2)noc1C	10	-20	3	-3	7	5	-1	0.95	1.2
O=C(Nc1ccc2c(c1)OCCO2)C(c1ccc(F)cc1)N1CCCCC1 (centres undefined)	-11	6	-4	4	4	-7	14	1.1	0.94
Cc1ccc(NC(=O)c2cc(-c3ccc4c(c3)OCO4)on2)cc1	0	-9	7	2	18	3	24	0.97	1.1
O=C(NC1CCN(Cc2ccccc2)CC1)c1ccc(CS(=O)c2ccc(F)cc2)o1 (centres undefined)	-10	-13	-14	-8	11	6	8	0.94	1.1
CN(C)c1ccc2c3c(ccc(N(C)C)c13)C(=O)OC2	-5	24	8	-4	11	0	16	1	0.76
COc1ccc(-c2ccc([C@H]3[C@H]4C=CC[C@@H](C)[C@@H]4C(=O)N3Cc3ccccc3)c(F)c2)cc1	-2	-8	7	8	3	0	-4	1	1.1
Cc1ccc(S(=O)(=O)Nc2ccc(-c3nc4ccc(C)cc4s3)cc2)cc1	-10	1	-2	1	10	0	11	1	0.99
COc1ccc2c(=O)c(C(=O)O)c(-c3ccc4c(c3)OCO4)n(C)c2c1	-13	-5	-17	-6	11	3	8	0.97	1.1
COC(=O)C1=C[C@@H](C(=O)OC)[C@@H]2C3=C(C(=O)[C@@]2(C)NC(=O)c2ccccc2)[C@H](c2ccccc2)[C@@H]2C(=O)NC(=O)[C@@H]2[C@@H]3C1	8	5	1	-2	-9	6	10	0.94	0.95
Cc1ccc(NC(=O)c2cc(C)nc3ccccc23)c(Br)c1	-1	-6	12	-2	-2	-8	29	1.1	1.1
C/C(=N\Nc1c(Cl)c(Cl)nc(C(=O)O)c1Cl)c1ccc(O)cc1	-8	10	-1	3	11	2	18	0.97	0.9
COc1cc(C(=O)Nc2ccc3c(c2)Cc2ccccc2-3)cc(OC)c1OC	-14	20	-18	-9	10	2	0	0.98	0.8
Remaining list, next part.
SMILES	ATG4B inh	hIAP block	TIM10 inh	Apaf1 inhib	tim10-1 inh	mIAP block	NALP3 yeast inh	mIAP act	hIAP activ
COc1cccc(C(=O)/C=C/Nc2ccc(NC(C)=O)cc2)c1	8	12	12	7	10	22	0	0.78	0.88
CC(=NNC(=O)COc1cccc(C)c1)c1cccnc1	-6	-8	1	-5	-10	7	10	0.93	1.1
CCCCn1c(CCC)nc([N+](=O)[O-])c1Sc1ccc(Cl)cn1	-12	15	49*	10	44*	3	1	0.97	0.85
CCn1cc(S(=O)(=O)NCc2ccccc2Br)cn1	0	12	8	12	18	-10	16	1.1	0.88
COc1ccc(-c2cc(=O)n(-c3ccc([N+](=O)[O-])cc3)[nH]2)cc1	1	-21	29	65*	50*	6	17	0.94	1.2
O=C(COC(=O)c1ccccc1C(=O)N1CCN(c2ccccc2)CC1)Nc1ccc(F)cc1	-22	-1	19	5	25	8	-8	0.92	1
N#CCCN=C(NS(=O)(=O)c1ccccc1)c1ccccc1	-3	-3	-15	-1	14	1	20	0.99	1
CCSC(=O)NC1CCCCC1	1	-16	14	-10	2	-3	9	1	1.2
COc1ccc([N+](=O)[O-])cc1N(CC(O)CN1CCOCC1)S(=O)(=O)c1ccccc1 (centres undefined)	10	11	-1	-2	11	-1	17	1	0.89
CC(=O)NS(=O)(=O)c1ccc(NC(=O)[C@@H]2CCCN2S(=O)(=O)c2ccc(Cl)cc2)cc1	-6	5	3	4	16	5	-5	0.95	0.95
COc1ccc(OCC(=O)N2CCN(C(=O)c3cccs3)CC2)cc1	-4	-16	14	3	11	2	-4	0.98	1.2
CSc1ccccc1OCc1cc(C(=O)N2CCN(c3ncccn3)CC2)no1	29	-26	33	3	46*	2	16	0.97	1.3
CCN(C(=O)c1ccnn1C)c1ccccc1	1	-13	4	-1	4	3	-13	0.97	1.1
COc1ccc(/C=N/N=C2/NC(=O)C(c3ccccc3)S2)c(OC)c1 (centres undefined)	-4	-9	0	19	10	2	3	0.98	1.1
Cc1nnc(N2C(=O)c3ccc(Br)cc3C2=O)s1	9	-10	-13	-4	-43	-1	4	1	1.1
O=C1NC2(CCCCC2)C(=O)N1/N=C/c1ccccc1Br	0	2	3	3	-29	6	10	0.94	0.98
COc1ccc(CN(C)C(C)C(=O)NC2CCCc3ccccc32)cc1 (centres undefined)	1	-4	13	13	23	-16	-1	1.2	1
O=C(Nc1ccccc1N1CCOCC1)C1CCN(S(=O)(=O)c2cccc(C(F)(F)F)c2)CC1	-3	-1	-9	18	33	0	13	1	1
CC(=O)Nc1ccc(NC(=O)COC(=O)C2CCCCC2)cc1	-6	5	0	-3	5	3	-11	0.97	0.95
COc1ccc(/C=C2\CCCCC2=O)cc1	2	15	17	-11	21	0	20	0.99	0.85
COC(=O)CSc1ccc(S(=O)(=O)N2CCOCC2)cc1[N+](=O)[O-]	2	-13	-17	5	15	5	14	0.95	1.1
CC(C)C(=O)Nc1nnc(SCC(=O)NC2CC2)s1	2	23	9	0	16	8	20	0.92	0.77
COc1ccc(C)cc1N(C(=O)c1ccccc1)c1nc2ccccc2s1	-9	-4	30	4	20	5	15	0.95	1
CSc1cccc(NC(=O)CCC(=O)O)c1	-2	-2	-4	-8	7	19	11	0.81	1
